# From PubChem BioAssay
# TrxR1 substrate: rat thioredoxin reductase 1 substrate activity. purified TrxR1 substrate turnover, NADPH consumption readout. Potency, µM (series often up to 114 µM), for inactives: at the top dose activity change, negative = substrate turnover. actives 0.01% (n = 390,000). AID 588456; further: on the % scale 0 is the no-effect control and ±100 the full control effect; nearly all actives have a fitted effect of over 50% in size
#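 Rat TrxR1, dispensed at 90 nM, was prereduced with 400 uM NADPH (final) for 5 min at ~22 deg C, then incubated with compound 15 min before 400 uM selenite. A first-read NADPH fluorescence drop versus no-compound background flagged substrates.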
# IDH1 R132H inh: human IDH1 R132H inhibition. O75874. IDH1-R132H enzyme, NADPH consumption, diaphorase/resazurin fluorescence. actives 0.093% (n = 390,000). AID 602179. Potency, µM (top dose mostly 76.6 µM), for the others: at the top dose activity change, negative = inhibition, hits mostly inhibitors; further: on the % scale 0 is the no-effect control and ±100 the full control effect; nearly all actives have a fitted effect of over 65% in size
#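 IDH1-R132H (0.5 ug/mL) preincubated 30 min with compound, then NADPH (0.016 mM) and alpha-KG (2 mM) added; 80 min at RT, pH 7.5. Remaining NADPH coupled via diaphorase/resazurin to fluorescence (540/590 nm); concentration-response curves normalized to no-enzyme control.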
# Vif-APOBEC3G blk: Vif-A3G binding inhibition; Q9HC16; HeLa A3G-eYFP + Vif (tagged APOBEC3G with the HIV-1 protein that degrades it), YFP fluorescence, overnight; Potency, µM (doses to about 46.1 µM), for the others: at the top dose activity, negative = active, actives largely listed as inhibitors; actives 0.076% (n = 410,000); AID 602310;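 further: on the % scale 0 is the no-effect control and ±100 the full control effect; nearly all actives have a fitted effect of over 60% in size; hits raise eYFP signal because A3G escapes Vif-driven loss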
#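 HeLa cells stably expressing Vif and C-terminally eYFP-tagged A3G, seeded overnight at 37 deg C, then exposed to compound by pintool overnight at 37 deg C. Rise in yellow fluorescence (Ex 488/Em 500-530, Acumen) marks blocked Vif-driven A3G degradation.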
# ALOX12 inh: inhibitors of human 12S-lipoxygenase ALOX12; P18054; purified 12hLO, xylenol orange hydroperoxide absorbance; Potency, µM (series often up to 108 µM), for inactives: at the top dose activity change, negative = inhibition, usual class: inhibitors; actives 1.1% (n = 580,000); further: on the % scale 0 is the no-effect control and ±100 the full control effect
#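 Purified human 12hLO (150 nM final) in 25 mM Hepes, 0.01% Triton X-100, pH 7.0 was preincubated 15 min at room temperature with compound. Then 40 uM arachidonic acid was added, 30 min. Hydroperoxide was read by Fe-XO absorbance ratio 573/405 nm.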
# RGS4 inhibitor: blocks human RGS4-accelerated GTP hydrolysis; P49798; Potency, µM (titrated, usually from 114 µM), without a hit: top-dose activity change, negative = inhibition, hits mostly inhibitors; Transcreener GDP fluorescence polarization, RGS4-accelerated GTP hydrolysis; AID 504845; actives 0.039% (n = 390,000); further: on the % scale 0 is the no-effect control and ±100 the full control effect; nearly all actives have a fitted effect of over 75% in size; some results filed as inactive show a strong effect at the top dose
# Target sequence (P49798 whole entry, looked up): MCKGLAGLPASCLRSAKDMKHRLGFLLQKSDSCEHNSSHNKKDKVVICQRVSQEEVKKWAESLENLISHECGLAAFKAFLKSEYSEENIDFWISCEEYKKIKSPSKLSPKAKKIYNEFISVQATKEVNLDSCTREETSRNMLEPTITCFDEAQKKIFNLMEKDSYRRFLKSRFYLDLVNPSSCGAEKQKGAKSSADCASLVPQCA
#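 MLSMR compounds (23 nl, pin-transferred) preincubated 10 min at room temperature with a 500nM (2x) first reagent, then RGS4 at 900nM (2x) plus Transcreener GDP mix added; fluorescence polarization (620/688 nm) read before and after 90 min at 30 °C.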
# rTrxR1 inhibitor: blocks rat thioredoxin reductase 1 | recombinant rTrxR1, NADPH fluorescence consumption, selenite substrate | Potency, µM (series often up to 114 µM), without a hit: at the top dose activity change, negative = inhibition, actives largely listed as inhibitors | AID 588453 | actives 1% (n = 390,000); further: on the % scale 0 is the no-effect control and ±100 the full control effect; nearly all actives have a fitted effect of over 65% in size
#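 Rat TrxR1 (90 nM in the dispensed reagent) was pre-reduced with 400 uM NADPH for 5 min at room temperature, then incubated with compound for 15 min. After 400 uM selenite was added, NADPH fluorescence (Ex 340/Em 450 nm) was followed for 8 min.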
# RXFP1 agonist: activates the human relaxin receptor RXFP1; Q9HBX9; HEK293T-RXFP1 cAMP TR-FRET, 30 min; response scale: percent of porcine relaxin response, buffer zero; actives 0.3% (n = 370,000); Potency, µM (doses to about 57.5 µM), without a hit: at the highest dose activation, actives largely listed as activators; AID 2676; further: on the % scale 0 is the no-effect control and ±100 the full control effect; nearly all actives have a fitted effect of over 60% in size; many of its hits are not listed in these tables
#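 Agonist response is measured as cAMP accumulation in an RXFP1-transfected HEK293T line under PDE4 inhibition. Values are scaled between buffer-only and 29 nM porcine relaxin, and EC50s come from standard Hill equation fits.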
# USP1-UAF1 inh: blocks the human USP1/UAF1 deubiquitinase complex. O94782. recombinant USP1/UAF1, Ub-Rhodamine cleavage fluorescence. Potency, µM (highest dose often 57.1 µM), inactives show at the highest dose activity change, negative = inhibition, usual class: inhibitors. actives 0.23% (n = 390,000); further: on the % scale 0 is the no-effect control and ±100 the full control effect; nearly all actives have a fitted effect of over 60% in size; inactives centre near -12
# Target sequence (O94782 whole entry, looked up): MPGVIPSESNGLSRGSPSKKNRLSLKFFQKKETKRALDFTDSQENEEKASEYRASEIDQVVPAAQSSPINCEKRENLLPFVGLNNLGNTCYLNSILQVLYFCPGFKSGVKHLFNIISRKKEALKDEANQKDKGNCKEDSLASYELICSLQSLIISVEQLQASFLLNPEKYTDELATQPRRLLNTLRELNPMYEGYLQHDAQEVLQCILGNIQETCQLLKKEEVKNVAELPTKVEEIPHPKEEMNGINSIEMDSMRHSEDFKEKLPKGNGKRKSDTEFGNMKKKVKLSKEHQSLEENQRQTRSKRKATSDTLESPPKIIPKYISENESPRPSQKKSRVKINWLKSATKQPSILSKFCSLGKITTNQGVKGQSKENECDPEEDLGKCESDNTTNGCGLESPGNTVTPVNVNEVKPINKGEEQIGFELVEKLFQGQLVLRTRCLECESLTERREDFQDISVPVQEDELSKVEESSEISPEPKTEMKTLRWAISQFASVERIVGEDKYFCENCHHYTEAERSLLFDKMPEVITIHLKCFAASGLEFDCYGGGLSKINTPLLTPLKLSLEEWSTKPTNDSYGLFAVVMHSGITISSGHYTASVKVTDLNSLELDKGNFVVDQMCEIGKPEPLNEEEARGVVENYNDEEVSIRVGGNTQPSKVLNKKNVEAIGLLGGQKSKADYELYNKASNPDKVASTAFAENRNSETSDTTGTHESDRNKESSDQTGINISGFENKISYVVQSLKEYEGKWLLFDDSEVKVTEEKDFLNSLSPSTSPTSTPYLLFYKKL
#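 1 nM enzyme complex + cpd, 15 min RT; start with Ub-Rho 150nM final; kinetic fluorescence ex 480/em 540, 6 reads q60 s. Buffer 50mM HEPES pH 7.8, 0.5mM EDTA, 0.1 mg/ml BSA, 1mM TCEP, 0.01% Tween-20.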
# Vif-A3F inh: blocks the Vif interaction with APOBEC3F; actives 0.2% (n = 390,000); Potency, µM (series often up to 46.1 µM), inactives show at the highest dose activity, negative = active; HeLa A3F-eYFP + Vif (tagged APOBEC3F with the HIV-1 protein that degrades it), YFP fluorescence increase; AID 602313; further: % of control where 0% means no effect; nearly all actives have a fitted effect of over 65% in size
#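 HeLa cells stably expressing A3F-eYFP plus Vif, plated and incubated overnight at 37 deg C, then exposed to compounds overnight at 37 deg C. Blocked degradation read as raised yellow fluorescence (Ex 488/Em 500-530).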
# * hit, by the source's call; ? = inconclusive; . = no result given; [ ] = dose if it differs, or a comment. The call rests on the fitted dose curve; in most records, active means well fitted curve in the direction sought with a large enough effect; inconclusive means small, poorly fitted or top-dose-only effect, or another doubt; inactive means no such curve, though single readings can be large; an effect the other way counts as inactive or inconclusive. Potency means the concentration at half of the fitted maximal effect. Some of the compounds tested; the hit share may differ from the screen's.
no.	structure	TrxR1 substrate	IDH1 R132H inh	Vif-APOBEC3G blk	ALOX12 inh	RGS4 inhibitor	rTrxR1 inhibitor	RXFP1 agonist	USP1-UAF1 inh	Vif-A3F inh
1	O=C(O)CCCN1C(=O)c2cccc3cccc(c23)C1=O	48%[activator]	-2%	0%	12%	-4%	-3%	1.2%	-3%	0%
2	CCCSCCCNC(=O)c1sc2nc(C)cc(C)c2c1-n1cccc1	-4%	13%	2%	-26%	10%	-2%	2.6%	-17%	6%
3	CCc1ccc(NC(=O)C2CCCN(S(=O)(=O)c3c(C)noc3/C=C/N(C)C)C2)cc1 (configuration not stated)	-5%	-3%	0%	5%	3%	0%	1.2%	-18%	-2%
4	Cc1cccc(NC(=O)CCNS(=O)(=O)c2ccc(Cl)cc2)c1	3%[57.1 µM]	0%	0%	-8%	6%	8%[57.1 µM]	2.2%	-8%	-5%
5	O=C(CCC1CCCCC1)NCc1cccs1	-3%	5%	-4%	-8%	2%	-7%	-4.4%	-1%	5%
6	CCc1nnc(NC(=O)Cc2cc(OC)c(OC)c(OC)c2)s1	-2%[57.1 µM]	-8%	-2%	4%	10%	-5%[57.1 µM]	2.0%	5%	-1%
7	COc1cccc(/C=N/Nc2snc(SC)c2C#N)c1	17%	3%	-13%	0%	15%	21%	2.0%	5%	-12%
8	COc1ccc(C(=O)COC(=O)CNC(=O)c2ccc(Cl)cc2Cl)c(OC)c1	6%	3%	-3%	?	-10%	10%	1.9%	-20%	-19%
9	COC(=O)c1ccccc1NC(=O)Cn1c(=O)n(-c2cccc(C(F)(F)F)c2)c(=O)c2c(C)c(C)sc21	-8%	.	.	?	22%	-1%	-2.9%	-12%	.
10	O=C(O)c1cccc(N2C(=O)c3cccc4c(Cl)ccc(c34)C2=O)c1	16%[57.1 µM]	1%	1%	-13%	-3%	-7%[57.1 µM]	20%	-9%	?
11	CCOc1ccccc1NC(=O)Cn1c(=O)n(CC(=O)NCc2ccccc2Cl)c(=O)c2sccc21	0%	.	.	-9%	6%	6%	15%	7%	.
12	COc1ccc(C(=O)N2C(=O)c3ccc(N)cc3C2=O)cc1	6%[57.1 µM]	10%	0%	-4%	20%	39%[activator][57.1 µM]	17%	-22%	10%
13	CCCn1nnnc1NC(=O)COc1ccc(CC)cc1	-8%	-2%	3%	17%	-25%	8%	0.0%	-9%	2%
14	O=C(Nc1ccccc1F)Nc1ccccc1Br	5%	11%	-1%	?	15%	30%	2.8%	-10%	-4%
15	COc1ccc(CNC(=O)CSc2nnc(C)c3c(C)n(-c4ccccc4)nc23)c(OC)c1	-1%	-2%	-2%	-19%	3%	21%	27%	-2%	8%
16	Cc1cc(C)c(NC(=O)CN2CCOCCOCCOCCOCC2)c(C)c1	5%	1%	-4%	2%	5%	15%	.	-19%	3%
17	CCCCC(=O)NC(=S)Nc1c(C)cc(Br)cc1C	-4%	7%	-5%	?	?	10%	0.0%	-12%	?
18	COc1ccc(-c2nc(S(=O)(=O)c3ccc(C)cc3)c(N3CCCCC3)o2)cc1	6%	-17%	5%	?	-43%	?	2.2%	-4%	7%
19	COC(=O)C1=C(C)NC(=O)/C1=C\c1cc(C)n(-c2ccccc2F)c1C	7%[57.1 µM]	-3%	-11%	?	6%	0%[57.1 µM]	0.1%	-12%	0%
20	Cc1cc(C)n2nc(SCc3nnc(SCc4ccccc4Cl)s3)nc2n1	8%	6%	0%	-16%	24%	17%	4.2%	-21%	-8%
21	O=C(Cc1ccc(Cl)cc1)Nc1cccc2ncccc12	9%	2%	-2%	-5%	3%	39%[activator]	-2.1%	-9%	-5%
22	C=CC(=O)Oc1ccc(N2Cc3ccccc3C2=O)cc1	-2%	-5%	?	.	-24%	3.5µM*	.	-19%	-1%
23	CCCCn1c(N)c(N(CCOC)C(=O)C2CC(=O)N(Cc3ccc(C)cc3)C2)c(=O)[nH]c1=O (configuration not stated)	6%	2%	0%	-3%	-17%	17%	3.8%	-20%	4%
24	O=C(O)C1CCN(S(=O)(=O)c2ccc3[nH]ccc3c2)CC1	.	-6%	0%	-1%	.	.	.	-14%	0%
25	COc1ccc(CCNC(=O)COc2ccc(C)nc2[N+](=O)[O-])cc1OC	0%	7%	13%	82%[activator]	-12%	21%	1.2%	-14%	10%
26	Cc1ccc(-c2nc(CS(=O)CC(=O)NCCCN3CCN(Cc4ccccc4)CC3)c(C)o2)cc1 (configuration not stated)	8%	1%	3%	-13%	27%	25%	0.1%	-11%	-4%
27	NC(=O)c1ccc(NC(=O)COC(=O)/C=C/c2cn(-c3ccccc3)nc2-c2cccnc2)cc1	29%	6%	-10%	9%	?	-11%	14%	1%	?
28	COC(=O)c1cc(Br)c(=O)n(-c2ccccc2F)c1	1%	0%	2%	-16%	-22%	2%	4.8%	-1%	3%
29	CCOc1ccccc1CN1CCN(Cc2c[nH]c3ccccc23)CC1CCO (configuration not stated)	2%	10%	4%	25%	5%	13%	0.8%	-19%	-24%
30	COc1cc2c(cc1OC)C(COc1ccc(C(C)C)cc1)N(C(=O)COc1ccccc1)CC2 (configuration not stated)	-1%[57.1 µM]	1%	2%	-1%	6%	18%[57.1 µM]	0.1%	-29%	5%
31	O=C1NN=C(c2ccc(Cl)cc2)CC1c1c[nH]c2ccccc12 (configuration not stated)	-4%	0%	-15%	-7%	3%	13%	-0.6%	-25%	7%
32	CCOC(=O)c1c(CC(C)C)csc1/N=C/C1C(=O)CC(C)(C)CC1=O	-8%	0%	-1%	-4%	-14%	-18%	0.0%	-4%	0%
33	COc1ccc(-n2c(O)c(/C=N/NS(=O)(=O)c3ccc(C)c([N+](=O)[O-])c3)c3ccccc3c2=O)cc1OC	2%	-1%	3.5µM*	?	?	?	0.9%	25µM*	13µM*
34	COc1cccc(-n2c(SCC(=O)Nc3ccc(F)cc3F)nc3c([nH]c4ccccc43)c2=O)c1	5%[57.1 µM]	-6%	-2%	-15%	-10%	18%[57.1 µM]	1.1%	-21%	-6%
35	Cc1cc(C(=O)NNC(=O)c2cccc(Cl)c2)no1	5%	6%	-1%	48%[activator]	17%	22%	-0.5%	-24%	6%
36	NC1=NC(=O)C2(COC(c3cccc([N+](=O)[O-])c3)OC2)S1 (configuration not stated)	10%[57.1 µM]	-2%	-1%	-10%	-21%	14%[57.1 µM]	2.5%	-9%	3%
37	CCOc1ccc(Cc2onc3c2C(=O)CCC3)cc1OCC	2%[57.1 µM]	9%	0%	3%	-18%	3%[57.1 µM]	-2.1%	-9%	8%
38	COc1ccc(C(=O)NCC(=O)OCc2ccc(Cl)cc2Cl)cc1OC	-6%	-7%	-1%	6%	7%	-10%	-2.9%	-12%	8%
39	N/C(=N\OC(=O)c1cccs1)c1cccc([N+](=O)[O-])c1	-3%[57.1 µM]	3%	-2%	-5%	18%	2%[57.1 µM]	0.2%	-11%	22%
40	CCOC(=O)c1c(NC(C)=O)no[n+]1[O-]	-8%	1%	0%	0%	-11%	?	2.0%	-20%	-3%
41	COC(=O)c1ccccc1NC(=O)c1cccnc1	-8%	12%	-2%	44%[activator]	-11%	-7%	-2.7%	-18%	-10%
42	COc1ccccc1N1CCN(/N=C/c2ccc(O)c(O)c2)CC1	8%[57.1 µM]	-6%	-16%	?	-39%	-18%[57.1 µM]	0.4%	-14%	-1%
43	O=C(O)[C@H](Cc1ccccc1)NC(=O)N1CCN(c2ccc(F)cc2)CC1	5%	-13%	-4%	0%	-16%	1%	0.9%	-14%	-1%

# Quoted from the listing for reference:
no.	structure	TrxR1 substrate	IDH1 R132H inh	Vif-APOBEC3G blk	ALOX12 inh	RGS4 inhibitor	rTrxR1 inhibitor	RXFP1 agonist	USP1-UAF1 inh	Vif-A3F inh
37	CCOc1ccc(Cc2onc3c2C(=O)CCC3)cc1OCC	2%[57.1 µM]	9%	0%	3%	-18%	3%[57.1 µM]	-2.1%	-9%	8%
38	COc1ccc(C(=O)NCC(=O)OCc2ccc(Cl)cc2Cl)cc1OC	-6%	-7%	-1%	6%	7%	-10%	-2.9%	-12%	8%
39	N/C(=N\OC(=O)c1cccs1)c1cccc([N+](=O)[O-])c1	-3%[57.1 µM]	3%	-2%	-5%	18%	2%[57.1 µM]	0.2%	-11%	22%
40	CCOC(=O)c1c(NC(C)=O)no[n+]1[O-]	-8%	1%	0%	0%	-11%	?	2.0%	-20%	-3%
41	COC(=O)c1ccccc1NC(=O)c1cccnc1	-8%	12%	-2%	44%[activator]	-11%	-7%	-2.7%	-18%	-10%
42	COc1ccccc1N1CCN(/N=C/c2ccc(O)c(O)c2)CC1	8%[57.1 µM]	-6%	-16%	?	-39%	-18%[57.1 µM]	0.4%	-14%	-1%
43	O=C(O)[C@H](Cc1ccccc1)NC(=O)N1CCN(c2ccc(F)cc2)CC1	5%	-13%	-4%	0%	-16%	1%	0.9%	-14%	-1%
